Screening data: PubChem, Broad Institute
esBAF inh = Bmi1 luciferase reporter increase in mESCs, primary screen, esBAF inhibitor project, mouse ES cells, Bmi1 luciferase knock-in, single point. reporter increase, % at 12.5 µM. 24 h; 100% = twice the neutral-well signal. AID 602393, 2012. 2% of 350,000 active; in the data active = activation above about 40%; inconclusive = no clear call, values can overlap the other calls;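 also: 0% = median of the plate's neutral control wells and 100% = double that signal; a rise in the Bmi1 reporter signal indicates esBAF inhibition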
ARNT-TACC3 inh = disruptors of ARNT/TACC3 protein interaction, primary screen, biochemical, AlphaScreen, single concentration. Transforming acidic coiled-coil-containing protein 3 (Homo sapiens), Q9Y6A5. AlphaScreen His-ARNT PAS-B/GST-TACC3 binding, luminescence; TACC3 fragment carries E629A point mutation. inhibition, % at 9.99 µM. 0.66% of 390,000 active. AID 623870, 2012;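 active = mean inhibition of replicates at least 50% and at least half of replicates each reaching 50%; inconclusive = half or more replicates reach 50% but mean below 50%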;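 also: 0% = complete ARNT plus TACC3 wells and 100% = ARNT alone without TACC3; many hits fall short of the cut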
Cneo AK release = Cryptococcus neoformans cell lysis inducers, primary screen, AK release luminescence, single concentration; C. neoformans lysis, adenylate kinase release luminescence, 4 h; normalised: neutral wells 0, clomiphene wells 100; 0.2% of 360,000 active; lysis activity, % at 15 µM; AID 651654, 2012;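 active = mean lysis activity across replicates of at least 80%, whatever share of replicates individually reach that level; inactive = mean lysis activity below 80%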
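Schedule: static 4 h at 37 °C with compound, 1 h detection; system: C. neoformans cells; benchmarks: Clomiphene as positive control; buffer or medium: fresh YPD medium; measure: luminescence rise reflecting yeast cell lysis; measured by: luminescent adenylate kinase detection reagent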
Statin myotox sup = suppressors of statin myotoxicity in C2C12 myotubes, primary screen, cell-based, single point, plate reader | C2C12 myotubes + simvastatin, ATP luminescence, 48 h; scaled: DMSO 0, geranylgeraniol control 100 | rescue of ATP level, % at 7.49 µM | 0.78% of 330,000 active | AID 602340, 2012;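 active = mean ATP rescue above about 67%, or every replicate alone reaching that limit, limit read from the data, passing the limit was not always enough; inconclusive = no clear call, values can overlap the other calls; inactive = mean under the limit and some replicate under it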;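 also: myotubes were challenged with 10 µM simvastatin during compound exposure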
ERp5 block = inhibitors of ERp5-driven insulin aggregation, primary screen, biochemical, turbidity, absorbance 650 nm, single point; Protein disulfide-isomerase A6 (Homo sapiens), Q15084; 90 min; inhibition, % at 9.99 µM; 0.05% of 350,000 active;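 active = mean replicate inhibition above about 25%, with every replicate also reaching it, limit read from the data, passing the limit was not always enough; inconclusive = only one of those two criteria met; inactive = neither criterion met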
Target sequence (Q15084 whole entry, looked up): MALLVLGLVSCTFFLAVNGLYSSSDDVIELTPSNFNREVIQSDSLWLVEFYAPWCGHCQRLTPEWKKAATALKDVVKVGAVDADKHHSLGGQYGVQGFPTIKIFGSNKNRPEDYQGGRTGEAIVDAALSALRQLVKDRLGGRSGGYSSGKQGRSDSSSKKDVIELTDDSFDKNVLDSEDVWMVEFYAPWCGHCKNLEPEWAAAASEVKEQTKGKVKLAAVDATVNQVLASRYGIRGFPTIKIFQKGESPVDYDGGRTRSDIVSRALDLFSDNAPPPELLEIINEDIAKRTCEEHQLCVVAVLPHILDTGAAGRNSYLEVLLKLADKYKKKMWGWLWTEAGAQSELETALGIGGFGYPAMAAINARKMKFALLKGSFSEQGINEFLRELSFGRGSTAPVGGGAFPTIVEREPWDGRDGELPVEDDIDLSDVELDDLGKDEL
miR-122 sensor = miR-122 Renilla sensor signal increase in Huh7, primary screen, miR-122 inhibitor project, cell-based, single point, plate reader; Huh7 miR-122 Renilla luciferase sensor, 48 h; neutral wells = 0, positive control = 100; activation (reporter increase), % at 12.5 µM; 0.3% of 340,000 active;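 active = mean replicate activation score at least 90 and every replicate individually at or above 90; inconclusive = only one of the two criteria met; inactive = neither criterion met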;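 also: higher luciferase means less miR-122 activity so hits act as miR-122 inhibitors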
SIRT5 inh = SIRT5 desuccinylase inhibitors, primary screen, biochemical, fluorescence imaging, single point, set 5; NAD-dependent protein deacylase sirtuin-5, mitochondrial (Homo sapiens), Q9NXA8; Purified SirT5, succinyl-peptide AMC, trypsin-coupled fluorescence; inhibition, % at 15 µM; 1.1% of 330,000 active; in the data active = inhibition above about 15%; inconclusive = no clear call, values can overlap the other calls
Target sequence (Q9NXA8 whole entry, looked up): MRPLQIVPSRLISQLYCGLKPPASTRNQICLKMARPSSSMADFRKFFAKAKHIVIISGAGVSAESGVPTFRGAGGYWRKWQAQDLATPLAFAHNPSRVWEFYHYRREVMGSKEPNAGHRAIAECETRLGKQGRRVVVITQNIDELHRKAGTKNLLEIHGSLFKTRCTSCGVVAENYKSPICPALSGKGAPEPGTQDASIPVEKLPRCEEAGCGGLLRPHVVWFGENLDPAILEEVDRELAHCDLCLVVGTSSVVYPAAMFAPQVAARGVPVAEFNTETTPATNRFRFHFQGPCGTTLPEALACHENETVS
Starred values were filed as active, the others as inactive; ? = inconclusive; · = not tested or not shown; [ ] = remark or other dose.

1. Fc1ccc(COc2ccc(Br)cc2CNCc2ccncc2)cc1
2. CC(C)(C)NC(=O)C(OC(=O)c1cccs1)c1ccc(C#N)cc1 (configuration not stated)
3. CN(C)C(=O)c1ccc(-c2ccc([C@@H]3[C@H]4CN(C(=O)C5CC5)CCCCN4[C@H]3CO)cc2)cc1
4. N#CCCN(C(=O)COC(=O)Cc1c[nH]c2ccccc12)c1ccccc1
5. COc1ccc(S(=O)(=O)N(C)C2CCS(=O)(=O)C2)cc1OC (configuration not stated)
6. CCOC(=O)c1ccc(NC(=O)C(C)Sc2nc(O)c(-c3ccccc3)c(=O)[nH]2)cc1 (configuration not stated)
7. COc1ccccc1N1CCN(C2CCCN(C(=O)CC(F)(F)F)C2)CC1 (configuration not stated)
8. COCC(=O)N1C[C@@H]2[C@H](c3ccccc31)[C@@H](CO)N2C(=O)c1ccncc1

Compound	1	2	3	4	5	6	7	8
esBAF inh	-3	1	4	3	-2	·	1	0
ARNT-TACC3 inh	1	8	3	8	-3	-1	-2	-3
Cneo AK release	-6	0	1	0	0	·	2	43
Statin myotox sup	0	-7	-51	-8	-4	·	2	-10
ERp5 block	·	4	2	5	1	-9	4	2
miR-122 sensor	-7	-5	11[16.7 µM]	·	·	·	·	-4[16.7 µM]
SIRT5 inh	·	-2	2	1	-5	-1	8	0

9. CCOc1ccc(OCc2ccc(C(=O)N3CCCCC3)o2)cc1
10. C[C@H](CO)N1C[C@H](C)[C@H](CN(C)S(=O)(=O)c2cccc(F)c2)Oc2ncccc2C1=O
11. Cc1cc(C(=O)Nc2cccc3c2O[C@@H](CN(C)Cc2ccccc2)[C@H](C)CN([C@@H](C)CO)C3=O)n(C)n1
12. CCOC(=O)N1CCN(Cc2nc3c(c(=O)[nH]c(=O)n3C)n2CCCc2ccccc2)CC1
13. O=C1C=C(OCc2ccccc2)CN1
14. C[C@H]1CN([C@@H](C)CO)C(=O)Cc2cc(NS(=O)(=O)c3cccs3)ccc2O[C@@H]1CN(C)C(=O)Nc1ccc(F)cc1
15. Cc1ccc(C(C)C)cc2c(C)ccc1-2
16. COc1ccc(OCCN2CCC(C(=O)NC(c3ccsc3)c3ccccc3C)CC2)cc1 (configuration not stated)

Compound	9	10	11	12	13	14	15	16
esBAF inh	16	-4	-3	-11	7	-3	-1	-1
ARNT-TACC3 inh	-1	-1	21	-8	-6	1	3	·
Cneo AK release	14	5	-2	-1	-7	1	3	2
Statin myotox sup	-4	-15	6	28	1	-26	13	-4
ERp5 block	-1	-1	-2	-1	·	-3	-4	1
miR-122 sensor	5	9[16.7 µM]	-8[16.7 µM]	-1	-4	14[16.7 µM]	-4	-6
SIRT5 inh	2	-1	1	-2	·	-5	-6	-5

17. O=C(O)CCCNC(=O)c1cccc(C(=O)NCCCC(=O)O)n1
18. COc1ccccc1NC(=O)Cn1cc(C(=O)C2CC2)c2ccccc21
19. CN(C)c1cc[n+](CC(=O)Nc2ccccc2C(F)(F)F)cc1
20. CNC(=O)Nc1ccc2snnc2c1
21. Cc1nnc(NC(=O)c2cccc(S(=O)(=O)N3CCCC3)c2)s1
22. C[C@@H]1CN([C@H](C)CO)C(=O)c2ccccc2-c2ccccc2CO[C@@H]1CN(C)C(=O)Nc1ccc(F)cc1
23. O=C(NCC1CCCO1)c1cncc(Br)c1 (configuration not stated)
24. NC(=O)c1ncn([C@@H]2O[C@H](CNCc3ccc(-c4cc(C(F)(F)F)ccc4Cl)o3)[C@@H](O)[C@H]2O)n1

Compound	17	18	19	20	21	22	23	24
esBAF inh	·	-13	0	-1	-6	-4	·	-6
ARNT-TACC3 inh	-5	1	3	-22	-3	-2	-6	-12
Cneo AK release	-1	0	0	2	-1	-1	·	0
Statin myotox sup	·	-2	5	-10	3	3	·	1
ERp5 block	·	6	0	-2	5	1	-5	-8
miR-122 sensor	-1	0	·	-4	2	·	-10	-1
SIRT5 inh	·	2	2	3	-1	7	-4	-3

25. CCN(C(=O)COC(=O)c1oc2ccc(OC)cc2c1C)C1CCS(=O)(=O)C1 (configuration not stated)
26. CC1(C)NC(=O)N(CCOCCOc2ccc3ccccc3c2Br)C1=O
27. CCCC(=O)Nc1ccc2c(c1)C(=O)N(C)C[C@H](OC)[C@@H](C)CN(Cc1cncnc1)[C@H](C)CO2
28. CC(=N\Nc1ccc(Cl)cc1)/C(=N/O)C(=O)Nc1ccccc1
29. Cc1cccc(C)c1OCC(=O)NNC(=O)CNC(=O)c1ccc(OC(F)F)cc1
30. Cc1ccccc1-c1cnc2c(c1)C(=O)N([C@H](C)CO)C[C@H](C)[C@H](CN(C)C(=O)c1ccncc1)O2
31. O=C(O)CC(c1ccc(Cl)cc1)N1Cc2ccccc2C1=O (configuration not stated)
32. COc1cccc(N2CCN(Cc3nnnn3C3CCCCC3)CC2)c1

Compound	25	26	27	28	29	30	31	32
esBAF inh	10	?	4	-6	2	-7	-10	·
ARNT-TACC3 inh	2	5	-11	0	2	3	-1	-1
Cneo AK release	1	1	-1	-13	0	-2	4	·
Statin myotox sup	-10	1	8	14	-11	6	5	·
ERp5 block	1	·	5	·	6	-6	4	-3
miR-122 sensor	-7	-5	·	5	-2	-1[16.7 µM]	63	·
SIRT5 inh	-15	·	-1	·	0	-2	-2	-5

In the list so far, three contain a furan ring, fused or not.
9. CCOc1ccc(OCc2ccc(C(=O)N3CCCCC3)o2)cc1
24. NC(=O)c1ncn([C@@H]2O[C@H](CNCc3ccc(-c4cc(C(F)(F)F)ccc4Cl)o3)[C@@H](O)[C@H]2O)n1
25. CCN(C(=O)COC(=O)c1oc2ccc(OC)cc2c1C)C1CCS(=O)(=O)C1 (configuration not stated)

Compound	9	24	25
esBAF inh	16	-6	10
ARNT-TACC3 inh	-1	-12	2
Cneo AK release	14	0	1
Statin myotox sup	-4	1	-10
ERp5 block	-1	-8	1
miR-122 sensor	5	-1	-7
SIRT5 inh	2	-3	-15

Further entries follow.
33. COc1cc(/C=C/c2nnc3c4ccccc4ncn23)cc(OC)c1OC
34. CCCNC(=O)N1C[C@H](O)COC[C@H]2O[C@@H](CC(=O)N[C@H]3CCN(Cc4ccccc4)C3)CC[C@@H]21
35. CN(C)Cc1cn(CC[C@H]2CC[C@@H](NS(=O)(=O)c3ccccc3)[C@H](CO)O2)nn1
36. CC(=O)Nc1cccc(C(=O)OCC(=O)NNC(=O)c2ccc([N+](=O)[O-])cc2)c1
37. C[C@@H]1CN([C@H](C)CO)C(=O)c2cccc(NS(C)(=O)=O)c2O[C@H]1CN(C)C(=O)Nc1ccc(F)cc1
38. COc1ccc(C2(C)NC(=O)N(CC(=O)Nc3ccc(Br)cc3F)C2=O)cc1OC (configuration not stated)
39. CCOC(=O)C1(Cc2cccc(OC)c2)CCCN(Cc2cc(OC)c(O)c(OC)c2)C1 (configuration not stated)
40. COc1ccc(Cl)cc1NC(=O)C/C(C)=N/NC(=O)CC#N

Compound	33	34	35	36	37	38	39	40
esBAF inh	·	0	-2	1	5	-6	-8	-10
ARNT-TACC3 inh	0	2	-3	-1	-3	-1	-7	4
Cneo AK release	·	-2	5	-1	0	7	1	-1
Statin myotox sup	·	-23	-6	1	-37	-9	-5	13
ERp5 block	2	-1	1	-1	1	0	1	·
miR-122 sensor	·	-6[16.7 µM]	·	·	-8[16.7 µM]	8	·	-3
SIRT5 inh	-2	0	-7	0	-1	-2	-3	·

41. COC1OC2COC(c3ccccc3)OC2C(=O)C1NC(=O)c1ccccc1 (configuration not stated)
42. CCc1nc2ccc(C(=O)NCc3cccs3)cn2c1N(CCC(C)C)CCN(C)C
43. COc1cc(OC)nc(Oc2ccccc2C(=O)Oc2ccc(C)cc2)n1
44. Cc1ccccc1Nc1ccc([N+](=O)[O-])cn1
45. CC(=O)NC(Cc1ccc(C)cc1)C(=O)NC1CCN(C(=O)c2ccc([N+](=O)[O-])cc2)CC1 (configuration not stated)
46. CO[C@H]1CC[C@H]2CCOc3c(C#N)cccc3C(=O)N(C)C[C@H](C)C(=O)N(C)C[C@H]1O2
47. O=C(O)C1CCN(C(=O)CSc2nnc3ccccn23)CC1
48. COCC(=O)Nc1ccc2c(c1)[C@H]1C[C@H](CC(=O)NCc3ccc4c(c3)OCO4)O[C@@H](CO)[C@H]1O2

Compound	41	42	43	44	45	46	47	48
esBAF inh	20	-3	-7	3	·	0	-5	-5
ARNT-TACC3 inh	-3	·	11	11	28	-3	1	2
Cneo AK release	-3	2	0	4	3	10	-3	-10
Statin myotox sup	0	-18	5	3	·	4	3	7
ERp5 block	3	-12	4	0	-2	0	-4	-1
miR-122 sensor	·	-1	-2	-7	0	·	1	2[16.7 µM]
SIRT5 inh	-8	-1	-5	-4	3	1	-2	-2

2 entries drawn at random from those above:
45. CC(=O)NC(Cc1ccc(C)cc1)C(=O)NC1CCN(C(=O)c2ccc([N+](=O)[O-])cc2)CC1 (configuration not stated)
43. COc1cc(OC)nc(Oc2ccccc2C(=O)Oc2ccc(C)cc2)n1

Compound	45	43
esBAF inh	·	-7
ARNT-TACC3 inh	28	11
Cneo AK release	3	0
Statin myotox sup	·	5
ERp5 block	-2	4
miR-122 sensor	0	-2
SIRT5 inh	3	-5

(cont.)
49. Cc1ccccc1-c1cnc2c(c1)C(=O)N([C@@H](C)CO)C[C@@H](C)[C@@H](CN(C)CC1CCOCC1)O2
50. Cn1cnc(S(=O)(=O)N2CCCCN3[C@H](C2)[C@H](c2ccc(-c4ccc(F)cc4)cc2)[C@@H]3CO)c1
51. CCC(C)C(=O)N1c2ccccc2C(=C2SC(C(=O)OC)=C(C(=O)OC)S2)C(=S)C1(C)C (configuration not stated)
52. COc1ccc(CCNC(=O)/C(=C/c2cccnc2)NC(=O)c2ccccc2)cc1OC
53. CC(C)C(=O)Nc1ccc2c(c1)C(=O)N(C)[C@H]1CC[C@@H](CC(=O)NCC3CC3)O[C@H]1CO2
54. C[C@@H]1CN([C@H](C)CO)C(=O)c2cc(-c3cncnc3)cnc2O[C@H]1CN(C)C(=O)c1cccc(F)c1
55. Cc1ccc(SCC(=O)OCC(=O)N(C)CC(=O)Nc2ccccc2Cl)cc1C
56. CS(=O)(=O)N1CCC2CC1c1cc(-c3ccccc3)ccc12 (configuration not stated)

Compound	49	50	51	52	53	54	55	56
esBAF inh	-2	·	·	·	0	-1	-4	3
ARNT-TACC3 inh	-4	-3	·	-4	-1	-6	7	7
Cneo AK release	0	-3	1	·	-5	-4	0	5
Statin myotox sup	4	·	·	·	-9	-4	2	-16
ERp5 block	2	0	16	-8	6	-1	-2	0
miR-122 sensor	-4[16.7 µM]	5[16.7 µM]	-9	·	25[16.7 µM]	-6[16.7 µM]	-4	2
SIRT5 inh	1	0	-8	-2	-2	-6	0	·

57. CN1C(=O)c2cc(NC(=O)C3CC3)ccc2OC[C@@H]2O[C@H](CC(=O)NCCc3ccncc3)CC[C@H]21
58. Cc1cc(NC(=O)CSC2=NS(=O)(=O)c3cc(F)ccc3N2)no1
59. Cn1nc([N+](=O)[O-])nc1Oc1ccccc1
60. Cc1nc2cc(C(=O)NCCN3CCOCC3)ccc2n1-c1ccc(F)cc1F
61. CSCCC(NC(=O)COc1ccccc1)C(=O)NCc1cccs1 (configuration not stated)

Compound	57	58	59	60	61
esBAF inh	0	-7	1	0	-6
ARNT-TACC3 inh	-11	-2	0	-9	·
Cneo AK release	-2	1	1	-13	5
Statin myotox sup	-14	-3	0	98*	-6
ERp5 block	3	-4	·	·	-6
miR-122 sensor	2[16.7 µM]	-5	-7	0	·
SIRT5 inh	2	0	·	·	1

Compounds as they come. Share with any hit: about 4%.
